Screening data: PubChem, several laboratories
S1P3 antagonist: blocks the human S1P3 receptor | CHO S1P3 NFAT-BLA reporter, FRET fluorescence, antagonist mode | inhibition, % at 4.98 µM | hit rate 0.27% among 170,000 | AID 485;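 active = inhibition above the plate cutoff, the mean inhibition of test wells on that plate plus 3 SD, cut at about 28% in these data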;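 note: cells challenged with S1P at its EC80 of 0.8 µM; blue over green emission ratio from cleaved BLA substrate after 4 h stimulation; 0% = S1P-stimulated wells and 100% = unstimulated DMSO-only wells; some compounds past the cut are filed as inactive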
PMI act: increases human mannose-6-phosphate isomerase activity | P34949 | purified human PMI, coupled resazurin fluorescence, 20 min; hits give high values; 1 = vehicle control, 0 substrate-free wells | activation factor at 20 µM | hit rate 0.005% among 190,000 | AID 1214;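 active = activation factor of 2 or more at 20 µM, relative to plate controls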
Diaph act CS: activates diaphorase or chemically reduces, flagging diaphorase assay artifacts | Diaphorase/resazurin coupled assay, resorufin fluorescence, 16 min; hits give high values; 1 = vehicle wells, 0 = NADH-free wells | activation factor at 20 µM | hit rate 0.005% among 190,000;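 active = diaphorase activity raised at least twofold by the compound at 20 µM; inactive = activation factor below 2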
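Material: purified diaphorase enzyme from Clostridium kluyveri; Also added: 0.114 mM NADH and 0.1 mM resazurin, final amounts; Doses: single compound dose of 20 µM, 1% DMSO final; Times: 16 min enzyme reaction, ambient temperature; Detection: resorufin fluorescence, excitation 544 nm, emission 590 nm; Measure: increased resorufin signal from activators or reducing compounds.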
Lmaj promast: Leishmania major promastigote growth inhibition; Leishmania major promastigotes, resazurin fluorescence viability; inhibition, % at 10 µM; hit rate 9% among 200,000; AID 1063;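 note: promastigotes grown with compound for 44 hours at 28 °C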
TLR4 MyD88 comp: inhibitors of human TLR4-MyD88 binding | O00206+Q99836 | HeLa CL3-4 TLR4/MyD88 BLA complementation, FRET ratio | inhibition, % at 8.4 µM | hit rate 0.18% among 200,000 | AID 861; in the data active = inhibition above about 25%;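 note: 0% = vehicle and 100% = reference inhibitor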
Target sequence (O00206 whole entry, looked up): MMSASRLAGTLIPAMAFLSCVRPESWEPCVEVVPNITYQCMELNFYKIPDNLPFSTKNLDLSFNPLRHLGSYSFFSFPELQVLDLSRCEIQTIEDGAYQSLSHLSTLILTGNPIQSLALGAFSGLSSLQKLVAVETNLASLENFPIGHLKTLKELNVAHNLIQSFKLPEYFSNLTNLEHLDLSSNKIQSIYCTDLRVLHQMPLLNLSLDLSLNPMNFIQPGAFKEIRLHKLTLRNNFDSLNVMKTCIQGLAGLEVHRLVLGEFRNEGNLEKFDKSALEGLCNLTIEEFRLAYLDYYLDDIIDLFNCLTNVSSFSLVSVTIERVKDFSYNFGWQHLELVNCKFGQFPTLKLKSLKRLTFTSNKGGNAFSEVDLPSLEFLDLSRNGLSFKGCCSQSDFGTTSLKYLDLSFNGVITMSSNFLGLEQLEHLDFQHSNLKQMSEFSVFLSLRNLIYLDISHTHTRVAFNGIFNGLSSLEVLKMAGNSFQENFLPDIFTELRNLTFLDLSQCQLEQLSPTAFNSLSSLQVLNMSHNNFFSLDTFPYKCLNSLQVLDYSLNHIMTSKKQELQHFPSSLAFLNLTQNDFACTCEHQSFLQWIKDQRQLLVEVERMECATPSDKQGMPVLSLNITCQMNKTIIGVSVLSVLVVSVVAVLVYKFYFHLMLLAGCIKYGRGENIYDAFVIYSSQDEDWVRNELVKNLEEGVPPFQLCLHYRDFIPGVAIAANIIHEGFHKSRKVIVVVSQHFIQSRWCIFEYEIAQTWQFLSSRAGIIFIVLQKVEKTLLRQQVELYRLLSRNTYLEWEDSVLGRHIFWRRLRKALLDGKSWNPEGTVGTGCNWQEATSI
Target sequence (Q99836 whole entry, looked up): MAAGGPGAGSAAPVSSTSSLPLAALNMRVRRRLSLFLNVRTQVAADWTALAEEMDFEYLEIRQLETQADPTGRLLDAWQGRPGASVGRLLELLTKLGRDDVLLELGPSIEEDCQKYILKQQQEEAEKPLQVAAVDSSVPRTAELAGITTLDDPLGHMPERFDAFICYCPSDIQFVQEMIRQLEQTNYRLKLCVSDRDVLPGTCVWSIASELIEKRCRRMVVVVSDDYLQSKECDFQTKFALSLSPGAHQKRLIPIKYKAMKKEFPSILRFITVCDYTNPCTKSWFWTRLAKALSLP
Diaphorase inh: counter-screen for diaphorase-based assays: diaphorase inhibitors and chemical oxidizers | diaphorase resazurin-to-resorufin fluorescence, NADH, 16 min; bacterial (C. kluyveri) enzyme, not human | inhibition, % at 20 µM | hit rate 0.69% among 190,000;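 active = primary screen inhibition at 20 µM above a set limit, cut at about 50% in these data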;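 note: plate controls were DMSO with full reaction for no effect and wells lacking NADH for full effect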
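Benchmarks: positive control wells lacking NADH, neutral wells with DMSO only. System: bacterial diaphorase enzyme (C. kluyveri). Input: 0.14 U/mL diaphorase, enzyme working solution. Detection: resorufin fluorescence, excitation 544 nm, emission 590 nm. Times: 16-min room-temperature incubation before reading.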
DTT redox prof: compounds producing H2O2 with reducing agent – biochemical, NIH compound library profiling, artefact control for MLSCN library redox annotation, primary screen; activation, % at 10 µM; hit rate 0.03% among 200,000; AID 878; DTT-dependent redox cycling H2O2, phenol red/HRP absorbance; 100% = 100 µM peroxide control, 0% = buffer;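 active = activation of at least 50% relative to the plate's high and low controls in the primary single-dose screen; inactive = activation below 50%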;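 note: compound incubated with DTT at 0.8 mM final as the reducing agent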
Hsp70 act: Hsp70 transcriptional activation, primary screen; HeLa Hsp70 promoter luciferase reporter, luminescence; scaled: vehicle 0, proteasome-inhibitor control 100%; activation, % at 10 µM; hit rate 0.04% among 200,000; AID 1203;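 active = activation above the mean across all tested compounds plus 3 SD, cutoff set per campaign, cut at about 5.5% in these data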;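 note: 100% = MG132 at 30 µM as the positive control and 0% = DMSO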
RAM inhibit: yeast RAM network inhibition | S. cerevisiae dse1pr::URA3 reporter, 5-FOA growth OD615, 2 d; analog-sensitive cbk1-as2 kinase mutant strain | inhibition, % at 50 µM | hit rate 1.8% among 190,000;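 active = inhibition above a set limit, 3 SD over mean compound inhibition, cut at about 8.4% in these data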;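 note: 0% = DMSO-only wells with no growth and 100% = 10 µM 1-NA-PP1 full growth; inhibition rescues growth on 5-FOA so higher OD means more RAM inhibition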
PMI act satM6P: PMI (human) activation, high substrate | coupled PMI enzyme assay, resazurin fluorescence, 20 min; hits give high values; 1 = untreated enzyme, 0 = substrate-free blank | P34949 | hit rate 0.34% among 190,000 | activation factor at 20 µM;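 active = activation factor of 2 or more at 20 µM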
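Test system: Human PMI in coupled enzyme assay | Input: 15 ng/mL PMI | Medium: HEPES-buffered pH 7.4 with magnesium and detergent | Compound: One concentration, 20 µM, in 1% DMSO | Incubation: Enzyme reaction with compound 20 min at room temperature | Detection: Diaphorase-driven resazurin-to-resorufin fluorescence, excitation 544, emission 590 nm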
G6PDH CS: inhibits Leuconostoc G6PDH, flagging false hits in G6PDH-based assays | Purified L. mesenteroides G6PDH, diaphorase/resazurin coupled fluorescence, 45 min | inhibition, % at 5 µM | hit rate 0.12% among 200,000 | AID 1020
The depositor's hits bear a star; / = not tested or not shown. Cut-off read from the data, not from the text of the source, unless noted: active = inhibition above about 50%; inactive = the rest.

SMILES	S1P3 antagonist	PMI act	Diaph act CS	Lmaj promast	TLR4 MyD88 comp	Diaphorase inh	DTT redox prof	Hsp70 act	RAM inhibit	PMI act satM6P	G6PDH CS
CC(=O)NCCC(Cc1ccccc1)c1ccco1 (stereo unspecified)	/	1.1	1	-6	25	-4	1.1	-0.2	1.1	1.1	11
COc1cccc(Cn2nnc(C(=O)NCc3ccc4c(c3)OCO4)c2N)c1	2	0.9	0.8	-1	-10	16	-0.2	-0.2	2.5	0.8	4
Nc1nc(-c2ccco2)nn1S(=O)(=O)c1ccccc1	-11	1	0.9	1	-11	6	10	-0.3	1.9	0.9	5
Cc1ccccc1Nc1nc(NCc2ccco2)c2ccccc2n1	17	1.3	1	100*	9	2	-1.7	0.1	1.3	1.2	16
O=C(CCc1cnccn1)NC1CCCc2c1cnn2-c1ccc(F)cc1F (stereo unspecified)	1	0.9	0.8	-2	-4	16	-1.6	-0.2	2.5	0.9	12
COCC(=O)NC1CCN(C(=O)Nc2ccc(Br)cc2)CC1	-10	1	1	1	-5	-1	2.7	-0.1	0.9	1	3
CC(C)n1ncc(C(N)=O)c1N	-19	1	0.9	-1	4	10	-4.3	-0.2	0.8	1.1	1
CCN(CCN(C)C)C(=O)c1ccc2c(c1NCCO)C(=O)c1ccccc1C2=O	-8	1.3	1	16	-8	3	-0.3	0.1	1.1	1.2	7
CC1CCN(c2nc(-c3ccco3)c3c(c2C#N)CC(C)(C)OC3)CC1	-36	0.9	0.9	-6	-1	12	-0.6	-0.3	2.7	1	-13
O=[N+]([O-])c1ccc(N2CCCCC2)cn1	-1	1	0.9	2	3	7	-0.5	-0.4	-0.4	0.7	11
Cc1cnn(CCC(=O)NNC(=S)Nc2ccc(F)cc2)c1	/	0.9	1	-3	-1	5	-3.8	-0.1	-1.1	1	15
N#Cc1cccc(NC(=O)CCn2ccnc2)c1	/	0.9	0.9	-3	1	5	0.5	-0.1	0.8	1	15
COc1ccccc1NC(=S)N(CCCN1CCOCC1)Cc1ccccn1	-8	1	1	-4	6	-1	0.2	-0.2	-0.1	1.2	-2
CCc1nnc(NC(=O)CSc2nnc(-c3ccco3)n2C)s1	-12	1	0.9	-9	-3	11	3.5	-0.1	-0.1	1	-4
CCOC(=O)N1CCC(n2c(SCC(=O)OCc3ccccc3)nc3ccsc3c2=O)CC1	/	0.9	0.9	43	-2	15	-3.7	-0.1	3.7	1	-1
CCOC(=O)N1CCN(C(c2ccc(C(C)C)cc2)c2sc3nc(C)nn3c2O)CC1 (stereo unspecified)	-12	0.9	0.9	-8	0	8	0.1	0.2	3.7	0.9	3
CCOc1ccccc1-n1c(SCC(N)=O)nnc1-c1cccnc1	-2	0.9	0.8	-4	12	15	-2.6	-0.1	0.5	0.9	12
O=C(O)c1ccc(NC(=O)C2CCCCC2)cc1	-41	1	1	-7	4	4	1.7	0.2	-0.1	1	-15
O=C(C1CC(c2ccc(F)cc2)=NO1)N1CCc2ccccc2C1 (stereo unspecified)	1	0.9	0.8	-5	-3	19	-3.8	0.1	3.6	1	9
Cc1nc2ccc(S(=O)(=O)NCC(=O)NCCN3CCCCC3C)cc2s1 (stereo unspecified)	-40	0.9	0.9	1	-11	14	-0.2	0.1	2.0	0.9	8
O=C1CCCN2N=C(SCC(=O)Nc3nccs3)SC2=N1	-10	1	1	-2	-23	-3	-0.5	0.2	2.2	1	0
COc1cc(S(=O)(=O)NCCCN2CCOCC2)ccc1-n1cnnn1	12	1.1	0.8	2	3	21	-0.1	0.6	0.7	1.2	6
Cc1n[nH]c(=S)c2nn(-c3cccc(Cl)c3)c(C)c12	/	0.9	0.8	-4	2	21	-3.4	-0.1	2.4	0.9	-4
CCOc1ccc(C(=O)Nc2cc(C)on2)cc1OCC	19	0.8	0.9	-2	17	11	0.7	-0.2	2.1	0.9	-17
Oc1ccc(C[C@@H]2CNC(=S)N2CCCCC2CCCCC2)cc1	-2	0.8	0.8	21	-10	20	0.1	-0.1	3.9	0.9	4

Carrying on.
SMILES	S1P3 antagonist	PMI act	Diaph act CS	Lmaj promast	TLR4 MyD88 comp	Diaphorase inh	DTT redox prof	Hsp70 act	RAM inhibit	PMI act satM6P	G6PDH CS
CCOC(=O)C1CCCN(C(=O)c2ccc(C)cc2O)C1 (stereo unspecified)	/	1	1	-2	-6	1	0.3	0.8	0.7	1	8
CC(C)OCCCNC(=O)c1cccs1	-20	0.9	0.9	-5	4	8	1.9	0.1	0.8	0.9	4
COc1cc(C(=O)Nc2ccc(S(=O)(=O)N3CCc4ccccc43)cc2)cc(OC)c1OC	/	0.8	0.8	29	-1	19	-0.1	-0.3	6.2	0.9	3
O=C(OCN1C(=O)c2ccccc2C1=O)c1cccs1	-2	1.1	1.1	6	5	-9	2.6	-0.2	1.9	1	0
N#Cc1c(C(F)(F)F)cc(C2CC2)[nH]c1=O	62*	1	1	-8	-3	2	0.1	-0.1	0.9	1	-14
COC(=O)[C@H](CCSC)NC(=O)NCc1ccccn1	-12	1	1	-5	0	-4	-1.1	0.1	0.2	1	6
COc1ccc(C(=O)/C=C/Nc2ccc([N+](=O)[O-])cc2C)cc1OC	/	0.9	0.9	-6	3	9	-0.6	0.1	-1.9	0.9	-55
O=C(O)c1ccccc1NCc1ccncc1	/	1.2	0.8	-6	0	21	2.2	-0.3	0.5	1.7	3
Cn1cccc1C1(C(F)(F)F)NCCNC1=O (stereo unspecified)	0	0.9	0.9	-8	4	11	-0.5	-0.2	0.6	0.9	-4
Cc1ccc(NC(=O)/C(=C/c2cccc(Br)c2)NC(=O)c2ccco2)cc1	1	0.9	0.8	90*	-14	18	0.1	-0.2	4.5	0.8	0
CC(=O)c1cccc(NC(=O)N2CCCC2C(=O)NCc2ccc(F)cc2)c1 (stereo unspecified)	-30	0.9	0.8	-4	-11	21	1.6	0.0	1.8	0.8	12
CC(C)N1CCC(=NNc2ccc([N+](=O)[O-])cc2S(=O)(=O)N2CCOCC2)CC1	-4	1	0.9	100*	17	11	-1.4	-0.1	-0.2	0.8	0
Cc1ccc2oc(-c3cccc(NC(=O)/C=C/c4cccc([N+](=O)[O-])c4)c3C)nc2c1	2	1.1	1	1	-15	-1	-0.7	-0.1	1.2	1.1	-1
COCCCN(C(=O)Nc1cccc(Cl)c1)C(C)c1ccccn1 (stereo unspecified)	/	1	1	7	-2	5	3.1	-0.6	1.9	1	2
CC(C)(C)c1nc2scc(-c3ccc(Br)cc3)c2c(=O)o1	29*	1	1	8	8	-4	0.2	-0.2	3.6	1	-4
CCOc1ccc(C2=C(C=C(C#N)C#N)C(c3ccccc3)c3ccccc3O2)cc1 (stereo unspecified)	-7	0.9	0.8	42	-14	15	3.6	-0.3	5.6	0.9	-16
O=C(COC(=O)c1cc([N+](=O)[O-])ccc1NCc1ccccc1)NC1CCCCC1	-31	0.9	1	21	2	3	0.4	-0.4	1.9	1	6
Cc1cccc2cc(CN(Cc3cccs3)C(=S)NCc3ccco3)c(=O)[nH]c12	-4	0.8	0.9	46	6	14	0.2	-0.1	3.5	1	-17
O=C(c1ccc(CN2CCOCC2)cc1)N1CCN(c2cccc(Cl)c2)CC1	/	0.9	0.9	0	-11	11	0.0	-0.1	0.1	0.9	10
COc1ccc(C)cc1NC(=O)CSc1nnc(COc2ccc(C)cc2)n1Cc1ccco1	-4	0.8	0.8	0	-7	24	0.3	-0.4	3.8	0.9	5
O=C(/C=C/c1ccc(Cl)cc1Cl)NCc1ccco1	/	1	0.9	-1	-4	10	-6.1	-0.4	2.5	1.1	3
CCC(CC)C(=O)N=C1SC2CS(=O)(=O)CC2N1CCc1ccc(OC)cc1 (stereo unspecified)	/	1.1	1.1	1	-6	-7	1.1	0.2	6.5	1.1	9
COc1ccc(CCN2C(=O)c3[nH]nc(-c4ccccc4O)c3C2c2cccc(Cl)c2)cc1 (stereo unspecified)	/	0.7	0.8	100*	-12	23	2.9	0.0	7.3	0.8	4
O=S(=O)(c1ccc(F)cc1)N1CCN(c2ncnc3c2cnn3-c2ccccc2)CC1	-10	0.9	0.9	3	2	13	-0.6	-0.3	0.5	0.9	5
c1ccc(-c2cc(-c3nnco3)c3ccccc3n2)nc1	11	1	1	-9	-3	-3	-1.8	-0.2	0.2	1	9
Cc1ccc(NC(=O)NC2CCCN2S(=O)(=O)c2ccc(Cl)cc2)cc1 (stereo unspecified)	/	0.9	0.9	62*	1	14	0.1	-0.5	1.2	0.9	3
CCOC(=O)C1(C(F)(F)F)N=C(c2cccnc2)OC(N2CCOCC2)=N1 (stereo unspecified)	-14	1.1	1	-5	9	2	1.4	1.5	-0.1	1	19
Cc1noc(C)c1COc1ccc(C(=O)OCC(=O)NC23CC4CC(CC(C4)C2)C3)cc1	/	0.9	0.8	-1	-1	20	0.0	-0.3	2.2	0.8	0
CC(=O)N(CCC(Cc1ccccc1)c1ccc2c(c1)OCO2)Cc1ccccc1F (stereo unspecified)	/	0.9	0.8	9	-7	23	-2.9	-0.1	2.5	0.9	11

Grouped by structure, the entries above with a cyano group
SMILES	S1P3 antagonist	PMI act	Diaph act CS	Lmaj promast	TLR4 MyD88 comp	Diaphorase inh	DTT redox prof	Hsp70 act	RAM inhibit	PMI act satM6P	G6PDH CS
CC1CCN(c2nc(-c3ccco3)c3c(c2C#N)CC(C)(C)OC3)CC1	-36	0.9	0.9	-6	-1	12	-0.6	-0.3	2.7	1	-13
N#Cc1cccc(NC(=O)CCn2ccnc2)c1	/	0.9	0.9	-3	1	5	0.5	-0.1	0.8	1	15
N#Cc1c(C(F)(F)F)cc(C2CC2)[nH]c1=O	62*	1	1	-8	-3	2	0.1	-0.1	0.9	1	-14
CCOc1ccc(C2=C(C=C(C#N)C#N)C(c3ccccc3)c3ccccc3O2)cc1 (stereo unspecified)	-7	0.9	0.8	42	-14	15	3.6	-0.3	5.6	0.9	-16

Exported with values under each structure: entries from further up.
Each structure is followed by: S1P3 antagonist, PMI act, Diaph act CS, Lmaj promast, TLR4 MyD88 comp, Diaphorase inh, DTT redox prof, Hsp70 act, RAM inhibit, PMI act satM6P, G6PDH CS
O=C(OCN1C(=O)c2ccccc2C1=O)c1cccs1
  -2, 1.1, 1.1, 6, 5, -9, 2.6, -0.2, 1.9, 1, 0
COCCCN(C(=O)Nc1cccc(Cl)c1)C(C)c1ccccn1 (stereo unspecified)
  /, 1, 1, 7, -2, 5, 3.1, -0.6, 1.9, 1, 2
